Screens deposited in PubChem by several laboratories.
ABCG2 inh: ABCG2 efflux pump inhibitors, primary screen, multiplex with ABCB1, IgMXP3 cells, flow cytometry; 0.1% of 190,000 active; Broad substrate specificity ATP-binding cassette transporter ABCG2 (Homo sapiens), Q9UNQ0; inhibition, % at 6.6 µM; JC-1 efflux; AID 1325, 2008;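 active = inhibition above 80%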;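 note: 0% = DMSO and 100% = nicardipine control wells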
Target sequence (Q9UNQ0 whole entry, looked up): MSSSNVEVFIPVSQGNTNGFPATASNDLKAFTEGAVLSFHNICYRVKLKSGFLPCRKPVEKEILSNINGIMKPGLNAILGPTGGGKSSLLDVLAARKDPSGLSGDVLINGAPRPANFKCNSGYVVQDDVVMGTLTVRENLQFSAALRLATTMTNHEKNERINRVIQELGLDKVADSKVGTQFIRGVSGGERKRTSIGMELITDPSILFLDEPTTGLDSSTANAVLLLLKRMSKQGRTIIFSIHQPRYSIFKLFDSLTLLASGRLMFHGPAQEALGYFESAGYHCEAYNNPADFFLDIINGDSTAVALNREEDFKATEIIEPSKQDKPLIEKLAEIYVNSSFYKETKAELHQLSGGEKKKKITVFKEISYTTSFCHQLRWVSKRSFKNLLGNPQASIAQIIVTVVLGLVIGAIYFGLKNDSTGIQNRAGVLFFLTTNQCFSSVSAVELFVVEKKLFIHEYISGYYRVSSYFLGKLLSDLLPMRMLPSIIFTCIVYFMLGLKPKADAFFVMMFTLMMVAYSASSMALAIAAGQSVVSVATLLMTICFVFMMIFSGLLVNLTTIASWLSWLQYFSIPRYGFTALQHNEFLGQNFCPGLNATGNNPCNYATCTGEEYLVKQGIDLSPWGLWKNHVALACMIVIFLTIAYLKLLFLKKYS
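Times: 10 min at 25 °C | Test system: Two drug-resistant human cell lines, ABCG2 and ABCB1 | Quantity: 3 million cells/mL final, two lines in 1:1 ratio | Signal: Flow cytometry, 530 nm JC-1 signal | Dosing: Compound at 6.6 µM | Controls: Nicardipine and DMSO wells | Reagent: JC-1 as fluorescent efflux pump substrate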
Bim-Mcl-1: inhibitors of Bim peptide binding to Mcl-1, primary screen, biochemical, bead-based flow cytometry, multiplex | Bim peptide-Mcl-1 binding | inhibition, % at 10 µM | 0.1% of 190,000 active | AID 1009, 2008; in the data active = inhibition above about 40%;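 note: 0% = no compound tracer wells and 100% = peptide blocker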
RGS7-Gao: RGS7-Galphao binding modulators, primary screen, biochemical, multiplexed bead flow cytometry; actives lie on both sides; binding response (% of control), % at 10 µM; 0.35% of 220,000 active; in the data active = binding response below about 49% or above about 150%; inconclusive = no clear call, values can overlap the other calls; inactive = in between;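 note: fluorescent Galphao held in activated GDP-AlF4 state binding bead-coupled RGS7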
Target sequence (P09471 whole entry, looked up): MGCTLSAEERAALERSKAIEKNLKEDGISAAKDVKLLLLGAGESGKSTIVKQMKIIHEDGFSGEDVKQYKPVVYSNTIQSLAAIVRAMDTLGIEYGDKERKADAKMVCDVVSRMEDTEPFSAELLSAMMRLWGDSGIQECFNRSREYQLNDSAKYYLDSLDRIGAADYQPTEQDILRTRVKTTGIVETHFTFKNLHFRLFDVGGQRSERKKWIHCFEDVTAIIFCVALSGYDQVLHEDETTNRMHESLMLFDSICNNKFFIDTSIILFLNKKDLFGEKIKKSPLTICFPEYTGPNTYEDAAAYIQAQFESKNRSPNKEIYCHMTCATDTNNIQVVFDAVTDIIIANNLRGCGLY
GSH bead fluor: compound fluorescence on glutathione beads, profiling panel, artefact control, biophysical, 488/530 nm, flow cytometry; GSH beads flow cytometry, compound fluorescence 488/530 nm; hits give high values; fluorescence (KMESF) at 10 µM; 0.25% of 190,000 active; AID 1776, 2009; in the data active = fluorescence above about 89;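 note: glutathione beads carrying GST-tagged Bcl family fusion proteins plus one bare bead set; values are compound well signal with DMSO vehicle wells as background; inactives centre near 16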
RGS8-Gao: RGS8-Galphao binding modulators, primary screen, biochemical, multiplexed bead flow cytometry; Guanine nucleotide-binding protein G(o) subunit alpha (Homo sapiens), P09471; actives lie on both sides; response (percent of control binding), % at 10 µM; 0.34% of 220,000 active; in the data active = response below about 60% or above about 140%; inactive = in between;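 note: Galphao activated as the GDP aluminium fluoride complex binding bead-coupled RGS8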
Mcl1-Noxa inh: Mcl-1/Noxa binding inhibitors, primary screen, biochemical, TR-FRET, 1536-well | inhibition, % at 21.7 µM | Induced myeloid leukemia cell differentiation protein Mcl-1 (Homo sapiens), Q07820 | 1.5% of 220,000 active | TR-FRET Mcl-1/Noxa peptide binding, 2 h;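 active = compounds that cut the protein-peptide binding signal by more than 50% relative to plate controls in a single-dose test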;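 note: His-tagged Mcl-1 with rhodamine Noxa BH3 peptide and terbium anti-His antibody; 0% = Mcl-1 plus Noxa peptide wells and 100% = peptide-only wells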
ABCB1 block: ABCB1 efflux pump inhibitors, primary screen, cell-based, multiplex, flow cytometry, ABCG2 counter-screen; ATP-dependent translocase ABCB1 (Homo sapiens), P08183; CCRF-Adr cells, JC-1 efflux; inhibition, % at 6.6 µM; 0.067% of 190,000 active; AID 1326, 2008; in the data active = inhibition above about 40%;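 note: 0% = vehicle and 100% = reference inhibitor; higher value means more JC-1 retained so stronger ABCB1 efflux block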
Avidin fluor: green autofluorescence of compounds with avidin beads – biophysical, 488/530 nm, flow cytometry, artefact control, profiling panel; compound fluorescence 488/530 nm; hits give high values; fluorescence (KMESF) at 10 µM; 0.38% of 220,000 active; AID 1775, 2009; in the data active = fluorescence above about 47; note: inactives centre near 10
RGS4-Gao reg: modulators of RGS4 binding to Galphao, primary screen, biochemical, multiplexed bead flow cytometry | Guanine nucleotide-binding protein G(o) subunit alpha (Homo sapiens), P09471 | actives lie on both sides | binding response (% of control), % at 10 µM | 0.33% of 220,000 active | AID 1415, 2008; in the data active = binding response below about 49% or above about 150%; inactive = in between;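 note: fluorescent Galphao activated with aluminum fluoride binding bead-coupled RGS4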
Pf gametocyte: late stage P. falciparum gametocyte viability inhibitors, primary screen, ATP luminescence, HTS; P. falciparum stage V gametocytes, 24 h; inhibition, % at 10.9 µM; 0.065% of 150,000 active; AID 743093, 2013;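 active = inhibition above the mean plus 3 SD of compounds within the control limits, set per campaign, cut at about 38% in these data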;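 note: 0% = DMSO wells and 100% = medium only without gametocytes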
Mcl1 Bid PPI: Mcl-1/Bid binding inhibitors, primary screen, biochemical, TR-FRET, 1536-well; Induced myeloid leukemia cell differentiation protein Mcl-1 (Homo sapiens), Q07820; TR-FRET Mcl-1/Bid-Dy647 peptide binding; inhibition, % at 21.7 µM; 0.97% of 220,000 active;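 active = compounds that cut the binding signal by more than half at the single screening dose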;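 note: His-tagged Mcl-1 with europium anti-His antibody binding Bid BH3 peptide; 0% = Mcl-1 plus peptide wells and 100% = peptide-only wells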
Starred values were filed as active, the others as inactive; u = inconclusive; x = not tested or not shown.

mol	ABCG2 inh	Bim-Mcl-1	RGS7-Gao	GSH bead fluor	RGS8-Gao	Mcl1-Noxa inh	ABCB1 block	Avidin fluor	RGS4-Gao reg	Pf gametocyte	Mcl1 Bid PPI
COC(=O)c1ccc(Sc2ccccc2NS(=O)(=O)c2ccc(NC(C)=O)cc2)nc1	1.0	0.0	125.7	38	103.2	28.3	0.3	32	140.8	x	-11.4
COc1ccccc1CN(C(=O)Cc1cccs1)C(C(=O)NC1CCCC1)c1ccncc1 (stereo unspecified)	-0.7	0.0	94.2	35	95.4	x	0.8	9	92.2	x	-31.8
O=C(CSc1cccc(C(F)(F)F)c1)N1CCN(S(=O)(=O)c2ccccc2)CC1	4.4	-2.0	89.9	265*	94.3	18.1	1.6	8	94.8	x	-14.2
CCN(CC)CCN(Cc1cc2cc(C)ccc2[nH]c1=O)C(=S)Nc1ccccc1	0.5	-3.0	103.0	22	101.3	14.9	0.4	13	104.3	17.6	-42.6
COC(=O)CC/C(C)=N\Nc1ccc([N+](=O)[O-])cc1[N+](=O)[O-]	28.8	-6.0	97.6	33	102.0	-21.6	-1.4	15	102.8	12.1	-27.7
CCC(=O)N1N=C(c2cccc(NS(C)(=O)=O)c2)CC1c1cccs1 (stereo unspecified)	3.8	-5.0	102.9	10	102.2	3.9	0.5	3	99.8	5.7	-17.9
CCNc1nc(NCC)nc(SCCOC(=O)c2ccccc2)n1	12.7	-5.0	103.3	28	102.6	7.0	-0.1	7	103.6	x	-8.4
O=C(CCl)Nc1cn(-c2ccccc2)nc1-c1ccccc1	11.9	1.0	104.4	11	104.5	16.0	-0.1	12	100.6	-15.4	-1.5
O=C(COc1ccccc1/C=C\c1nc(O)c([N+](=O)[O-])c(=O)[nH]1)Nc1ccccc1	0.1	1.0	u	11	98.5	20.7	0.0	12	97.6	7.6	-23.6
CCOC(=O)CNC(=O)C(CC(C)C)NC(=O)C1CCCCC1 (stereo unspecified)	-0.3	7.0	99.6	36	102.2	2.6	0.7	7	100.2	x	-2.9
CCOC(=O)C1(C(C)(C)CC)CC(CSc2nc3ccccc3[nH]2)OC1=O (stereo unspecified)	1.7	-3.0	100.5	18	101.0	20.3	1.3	22	102.2	-32.0	18.6
COc1ccc(NS(=O)(=O)c2ccc(OC)c(NC(=O)CCC3CCCC3)c2)cc1	6.2	-1.0	100.5	9	103.0	-1.9	1.4	5	99.4	x	-31.4

Individual results from above:
Reading of `O=C(CSc1cccc(C(F)(F)F)c1)N1CCN(S(=O)(=O)c2ccccc2)CC1` in Bim-Mcl-1: -2.0
Reading of `COC(=O)CC/C(C)=N\Nc1ccc([N+](=O)[O-])cc1[N+](=O)[O-]` in Avidin fluor: 15

The results go on:
mol	ABCG2 inh	Bim-Mcl-1	RGS7-Gao	GSH bead fluor	RGS8-Gao	Mcl1-Noxa inh	ABCB1 block	Avidin fluor	RGS4-Gao reg	Pf gametocyte	Mcl1 Bid PPI
O=[N+]([O-])c1cccc(/C=N/n2c(-c3cccnc3)n[nH]c2=S)c1	-5.3	-2.0	88.2	7	82.7	50.1	-1.0	5	91.9	-17.9	-62.5
Cc1cc2nc3n(c2cc1C)CC1CC(C(=O)NCc2ccco2)N(C)C31 (stereo unspecified)	x	x	u	x	94.0	-17.5	x	8	92.6	3.9	-67.2
CCCCCCNC(=O)CCNS(=O)(=O)c1ccc(C)cc1	1.3	0.0	95.0	11	100.7	-6.7	0.6	11	100.8	-0.6	-24.8
O=C(/C=C/c1cccc([N+](=O)[O-])c1)N1CCOCC1	4.0	-4.0	100.8	10	99.8	-0.9	x	15	104.3	x	-16.1
CNc1nc(-c2ccccc2)[n+](-c2ccc(C)cc2)s1	2.4	-4.0	99.7	14	99.9	-6.5	4.1	20	98.8	x	-29.4
CC(C)Cn1c(-c2csc3c2CCCC3)n[nH]c1=S	-1.7	-3.0	105.9	11	95.9	14.6	-0.4	10	103.8	x	-41.8
C=CCN1CN=C(NS(=O)(=O)c2ccc(NC(C)=O)cc2)NC1	1.6	-2.0	97.7	10	99.5	-3.7	0.4	10	98.7	12.0	-7.1
Cc1cc(=O)oc2ccc(OCC(=O)N3CCC(C)CC3)cc12	0.8	5.0	106.6	19	97.6	28.5	0.2	14	100.5	19.8	-7.9
Cc1c(O)c(S(=O)(=O)c2ccccc2)c(=O)n(-c2ccccc2)c1-c1ccccc1	-0.7	0.0	100.0	11	102.6	6.2	-0.1	6	104.5	13.9	-41.0
O=C(CCC(=O)NCCCc1ccccc1)NCCCc1ccccc1	-1.8	-2.0	100.3	5	103.4	11.9	0.3	12	100.7	-19.5	-13.0
Cc1cc(C)n(C(=O)c2ccc([N+](=O)[O-])cc2[N+](=O)[O-])n1	7.1	11.0	94.1	9	90.5	4.3	1.0	8	99.5	3.4	-19.5
COc1ccc(/C=C/C(=O)CC(O)(c2ccccc2)C(F)(F)F)cc1 (stereo unspecified)	0.4	-36.0	105.3	52	106.3	-12.2	0.3	7	103.0	x	5.3
COc1ccccc1CNC(=O)C1CC(c2ccccc2[N+](=O)[O-])=NO1 (stereo unspecified)	4.5	1.0	107.3	11	98.6	1.6	0.8	49*	99.3	x	-5.4
O=C1C(NS(=O)(=O)c2ccccc2)=C(N2CCN(c3ccc(F)cc3)CC2)C(=O)c2ccccc21	x	x	u	x	98.4	18.4	x	9	102.8	16.3	-39.6
O=C(COc1ccc(Cl)cc1Cl)NC(=S)Nc1ccccc1C(=O)O	-0.3	1.0	101.5	13	106.9	14.3	-0.6	9	101.5	x	-14.7
O=C1c2ccccc2C(=O)N1CCCCCc1nc(-c2ccccc2)no1	-0.1	0.0	98.8	34	98.5	17.9	0.3	10	101.3	x	1.3
COc1ccc(NC(=S)N2CCCC(c3nc4ccc(C)cc4[nH]3)C2)cc1 (stereo unspecified)	1.9	3.0	104.9	22	104.0	7.6	0.3	11	105.9	-16.0	-70.7
COc1ccc(CNC2CCCc3ccccc32)cc1OC (stereo unspecified)	4.4	-3.0	101.3	14	102.8	27.4	0.5	11	103.9	2.7	14.9
COc1ccc(CNC(=O)C(c2ccc(C)o2)N(C(=O)c2csnn2)c2ccc(C(C)C)cc2)cc1 (stereo unspecified)	2.4	1.0	100.3	75	98.1	-2.4	3.4	11	102.2	x	-18.5
CC1=CC2=NC(=O)/C(=C\c3cc(C)n(-c4ccccc4F)c3C)C(=N)N2O1	14.6	-4.0	52.9	17	70.5	7.1	1.7	8	57.1	15.7	-24.8
Cn1nc(C(F)(F)F)c(-c2ccccc2)c1NC(=O)c1cccnc1	x	x	u	x	100.4	4.4	x	3	100.2	2.0	-9.4
O=C(OCn1nnc2ccccc2c1=O)C1CCN(S(=O)(=O)c2cccs2)CC1	0.8	-1.0	106.2	23	100.2	-15.0	0.3	4	106.4	x	-36.6
CC(C)c1nnc(N2C(=O)C(O)=C(C(=O)c3cccs3)C2c2ccccc2)s1 (stereo unspecified)	-0.2	-4.0	92.1	18	97.2	11.0	0.0	7	98.6	31.0	-31.1
O=C(COC(=O)/C=C/c1cccc(F)c1)Nc1ccc(Cl)cn1	1.0	-1.0	98.6	17	101.9	1.5	0.3	10	100.4	-9.7	-3.0
Cc1ccc(/C=N/NC(=O)c2ccncc2)s1	x	x	u	x	106.1	0.4	x	9	106.9	-7.0	-30.6
CC12CCC(C(=O)N(NC(=O)c3cccnc3)C1=O)C2(C)C (stereo unspecified)	1.4	-8.0	102.4	10	101.2	19.1	0.1	13	100.8	-9.2	-12.7
CCOc1ccc(NC(=O)c2ccccc2NC(=O)CN(C)CC(=O)Nc2ccc(C)cc2)cc1	11.5	2.0	102.3	11	101.1	4.9	4.9	9	102.6	x	-5.0
O=C(Nc1cccc(Br)c1)c1ccccc1-c1ccccc1	0.1	0.0	99.0	12	99.9	3.5	0.0	12	97.4	x	-51.5
CCOC(=O)C1=C(c2ccccc2)Nc2ncnn2C1c1cccc(O)c1 (stereo unspecified)	x	x	u	x	97.8	9.8	x	7	97.8	-18.9	-59.7
Cc1ccc2oc(=O)c3cnn(CC(=O)Nc4ccccc4N4CCN(C)CC4)c3c2c1	2.9	-4.0	100.8	14	101.0	9.9	2.4	21	102.0	x	-8.0
COC(=O)C(NC(=O)c1ccccc1)=C1C=C(C)OC(C)=C1	7.9	11.0	90.9	13	90.1	15.9	1.2	6	89.3	x	-34.9
CCOC(=O)/C=C1\NC(=O)C(C)S1 (stereo unspecified)	0.4	2.0	97.1	42	100.0	6.0	0.1	4	96.3	-12.9	-7.2
COC(=O)C1=C(CSc2nccn2C)NC(=O)NC1c1cc(C)ccc1C (stereo unspecified)	5.2	0.0	92.7	46	97.6	-14.7	0.5	10	87.0	x	-53.6
COc1ccc(C(F)(F)F)cc1N/C=C\c1nnnn1-c1ccccc1	10.8	2.0	94.7	9	96.4	3.0	0.5	10	97.3	9.3	-81.5
CCOc1ccc(N2C(=O)CC(SCCN)C2=O)cc1 (stereo unspecified)	0.2	-5.0	99.4	267*	100.0	9.6	-0.1	6	100.5	-6.8	-29.0
Cc1cc(C)cc(OCCCOc2cccc3cccnc23)c1	3.8	-1.0	101.2	36	101.6	x	0.2	11	100.8	11.9	6.7
CC(C)[C@@H](C(=O)NCC1CCC(C(=O)O)CC1)n1nnc2ccccc2c1=O (stereo partly specified)	2.9	1.0	103.2	32	101.7	9.8	1.0	10	108.0	x	10.6
Cc1nc(NC2=NC(C(=O)Nc3ccc(Cl)cc3)CC(=O)N2)nc2ccccc12 (stereo unspecified)	-2.3	0.0	95.8	24	108.4	-11.8	-2.4	11	95.8	x	-5.7
O=C(NCc1ccco1)c1cc2sccc2n1Cc1ccc(F)cc1	-0.3	-1.0	99.3	23	100.8	23.2	-0.3	13	100.2	9.6	-24.9

No new results follow: entries from further up.
mol	ABCG2 inh	Bim-Mcl-1	RGS7-Gao	GSH bead fluor	RGS8-Gao	Mcl1-Noxa inh	ABCB1 block	Avidin fluor	RGS4-Gao reg	Pf gametocyte	Mcl1 Bid PPI
Cc1ccc(/C=N/NC(=O)c2ccncc2)s1	x	x	u	x	106.1	0.4	x	9	106.9	-7.0	-30.6
CC12CCC(C(=O)N(NC(=O)c3cccnc3)C1=O)C2(C)C (stereo unspecified)	1.4	-8.0	102.4	10	101.2	19.1	0.1	13	100.8	-9.2	-12.7
